Mdm2-MdmX inh: inhibitors of human Mdm2-MdmX association, primary screen, cell-based, luminescence, split luciferase, SaOS-2, uHTS | inhibition, % at 8 µM | actives 3% (n = 330,000) | Protein Mdm4 (Homo sapiens) + E3 ubiquitin-protein ligase Mdm2 (Homo sapiens), … | AID 485346, 2010 | SaOS-2 split-luciferase Mdm2/MdmX complementation;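 active = inhibition of at least 50% at 8 µM in the primary screen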
APJ antagonist: antagonists of human apelin receptor APJ, primary screen, CHO-K1 cells, beta-arrestin complementation, luminescence; P35414; inhibition, % at 20 µM; actives 0.32% (n = 330,000); AID 2521, 2010;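 active = inhibition above about 40% at 20 µM, limit read from the data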;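 also: cells challenged with 10 nM apelin-13 agonist together with compound; plate controls were apelin-13 plus DMSO wells for no effect and DMSO wells lacking apelin-13 for full effect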
Target sequence (P35414 whole entry, looked up): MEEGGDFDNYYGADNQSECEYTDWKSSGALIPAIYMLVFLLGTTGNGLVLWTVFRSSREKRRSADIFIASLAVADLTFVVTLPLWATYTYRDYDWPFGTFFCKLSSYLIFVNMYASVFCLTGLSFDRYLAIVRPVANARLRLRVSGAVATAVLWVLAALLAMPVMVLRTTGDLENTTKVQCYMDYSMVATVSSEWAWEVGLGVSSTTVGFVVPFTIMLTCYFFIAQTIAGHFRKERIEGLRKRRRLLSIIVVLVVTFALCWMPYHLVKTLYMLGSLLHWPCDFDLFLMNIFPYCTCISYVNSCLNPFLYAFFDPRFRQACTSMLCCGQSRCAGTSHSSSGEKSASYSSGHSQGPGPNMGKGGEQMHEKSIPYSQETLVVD
tim23-1 inh: growth inhibitors of tim23-1 mutant yeast, primary screen, luminescence, uHTS. S. cerevisiae tim23-1 growth, BacTiter-Glo luminescence, 24 h. inhibition, % at 20 µM. actives 1.3% (n = 330,000);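 active = growth inhibition of the mutant yeast at or above 50%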;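 also: temperature-sensitive mutant grown at 25 °C; plate controls were DMSO-treated mutant yeast for no effect and medium wells lacking yeast for full effect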
APJ agonist: agonists of human apelin receptor APJ, primary screen, CHO-K1 cells, PathHunter beta-arrestin, luminescence; 0% DMSO wells, 100% apelin; actives 0.11% (n = 330,000); activation, % at 20 µM; AID 2520, 2010;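 active = activation more than six SD over the plate average, tested at 20 µM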;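 also: 0% = DMSO alone and 100% = apelin-13 at 10 nM; some results filed as inactive read as strong as hits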
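Material: CHO-K1 APJ beta-arrestin complementation cell line; Input: cell density 1000 per well; Incubation: compound stimulation 90 min at 25 °C, detection 60 min; Signal: luminescence from split beta-galactosidase complementation, Galacton Star/Emerald II substrate; Controls: DMSO-only wells as negative, 10 nM Apelin-13 as positive control.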
CCR6 antagonist: CCR6 receptor antagonists, primary screen, cell-based, CHO-K1, luminescence, beta-arrestin, uHTS | C-C chemokine receptor type 6 (Homo sapiens), P51684 | CHO-K1 CCR6 PathHunter beta-arrestin, CCL20-stimulated | inhibition, % at 20 µM | actives 0.49% (n = 340,000) | AID 493098, 2011;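 active = compounds whose inhibition of the agonist-driven luminescence signal at 20 µM reaches about 50%, limit read from the data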;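 also: cells stimulated with CCL20 at 14 nM final; plate controls were DMSO with CCL20 for no effect and DMSO without agonist for full effect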
Target sequence (P51684 whole entry, looked up): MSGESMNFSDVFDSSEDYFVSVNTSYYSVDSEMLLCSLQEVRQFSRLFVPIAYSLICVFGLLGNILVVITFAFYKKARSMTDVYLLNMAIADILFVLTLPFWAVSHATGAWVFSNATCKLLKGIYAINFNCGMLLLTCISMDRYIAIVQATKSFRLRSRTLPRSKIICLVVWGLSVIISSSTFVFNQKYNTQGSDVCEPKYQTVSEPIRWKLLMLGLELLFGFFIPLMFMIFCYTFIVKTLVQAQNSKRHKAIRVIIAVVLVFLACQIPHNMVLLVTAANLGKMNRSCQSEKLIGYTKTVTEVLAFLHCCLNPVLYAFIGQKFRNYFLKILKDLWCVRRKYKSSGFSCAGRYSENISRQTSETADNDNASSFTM
XBP1 UPR activ: activators of adaptive XBP1 UPR arm, primary screen, cell-based, CHO-XBP1 luciferase reporter, luminescence, uHTS; AID 463104, 2010; actives 0.33% (n = 330,000); activation, % at 20 µM; IRE1-XBP1 UPR activation; percent of tunicamycin response, DMSO as zero;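 active = versus positive control, 20 µM dose yields 30% or more activation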;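 also: 100% = tunicamycin at 10 µg/mL and 0% = DMSO only wells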
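Test system: CHO-XBP1 luciferase reporter cells | Buffer or medium: Serum-containing F12 medium, 10% FBS | Schedule: 6 h compound exposure at 37 °C, 5% CO2 | Detection: Steady-Glo luciferase glow luminescence, 10 min after reagent addition | Read-out basis: Activation, % of tunicamycin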
EBI2 block: EBI2 receptor antagonists, beta-arrestin recruitment, primary screen, cell-based, luminescence, 7a,25-OHC stimulation, uHTS | G-protein coupled receptor 183 (Homo sapiens), P32249 | 7a,25-OHC stimulated | inhibition, % at 5 µM | actives 0.81% (n = 360,000); in the data active = inhibition above about 38%;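 also: enzyme fragment complementation signal reports receptor beta-arrestin coupling in cells; 0% = agonist plus DMSO wells and 100% = wells without agonist; some results beyond the cut were filed as inactive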
CXCR6 inh: CXCR6 receptor inhibitors, primary screen, cell-based, beta-arrestin, luminescence, CHO-K1 PathHunter, 1536-well. actives 0.36% (n = 360,000). inhibition, % at 20 µM. AID 602244, 2012. C-X-C chemokine receptor type 6 (Homo sapiens), O00574; in the data active = inhibition above about 34%, passing the limit was not always enough;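 also: antagonist mode with CXCL16 agonist at 10 nM final; 0% = 10 nM CXCL16 with DMSO and 100% = unstimulated wells without agonist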
Target sequence (O00574 whole entry, looked up): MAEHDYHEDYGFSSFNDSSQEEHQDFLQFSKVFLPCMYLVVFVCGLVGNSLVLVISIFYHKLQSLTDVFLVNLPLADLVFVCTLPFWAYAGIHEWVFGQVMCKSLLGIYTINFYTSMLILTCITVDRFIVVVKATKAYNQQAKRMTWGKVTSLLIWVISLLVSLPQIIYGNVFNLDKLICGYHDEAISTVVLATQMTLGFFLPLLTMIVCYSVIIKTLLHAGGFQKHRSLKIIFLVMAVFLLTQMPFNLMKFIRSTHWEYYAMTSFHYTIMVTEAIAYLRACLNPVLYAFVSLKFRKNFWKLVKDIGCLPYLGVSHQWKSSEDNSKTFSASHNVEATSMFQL
UPR CHOP act: activators of apoptotic CHOP UPR arm, primary screen, cell-based, CHO-CHOP luciferase reporter, luminescence, uHTS | activation, % at 10 µM | UPR activation; percent of tunicamycin response over DMSO baseline | AID 449763, 2010 | actives 0.34% (n = 330,000);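 active = at 10 µM dose, activation of 40% or more, normalized to positive control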;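 also: 100% = tunicamycin at 10 µg/mL and 0% = DMSO alone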
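Assay system: CHO-CHOP cells, stable luciferase reporter of PERK-eIF2a-CHOP signalling / Buffer or medium: F12 plus 10% serum / Compound dosing: one dose, 10 µM in 0.5% DMSO / Times: 6 h compound treatment, 37 °C / Technique: luciferase luminescence / Read-out: % reporter activation, DMSO baseline versus tunicamycin full activation / Benchmarks: tunicamycin and DMSO controls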
* = called active by the depositor. The list is partial (hit frequency here may not be typical).

SMILES	Mdm2-MdmX inh	APJ antagonist	tim23-1 inh	APJ agonist	CCR6 antagonist	XBP1 UPR activ	EBI2 block	CXCR6 inh	UPR CHOP act
C=CCN=C(C)C1=C(O)C(C)OC1=O (stereo unspecified)	-2	11	0	-3	-5	-1	-8	-11	-0.3
CC1=CC(C)=Nc2ccccc2N1	-30	-1	12	-2	-4	3	-14	-1	0.6
CCCN(C(=O)COC(=O)CC1CCCCC1)c1c(N)n(Cc2ccccc2)c(=O)[nH]c1=O	11	8	-11	-5	7	-1	4	8	-0.8
O=C(COC(=O)CNC(=O)c1ccc(Cl)c([N+](=O)[O-])c1)NNC(=O)c1ccccc1F	11	1	7	-1	0	0	-2	0	-1.5
CSCc1cccc(C(=O)OC(C)C(=O)Nc2c(C)n(C)n(-c3ccccc3)c2=O)c1 (stereo unspecified)	-9	-1	-9	1	5	-1	4	5	-1.2
C=CCn1c(SCC(=O)OCc2ccccc2)nc2c1c(=O)n(C)c(=O)n2C	-2	5	9	3	7	-2	-13	1	-1.3
COc1ccc(N2CC(C)Cn3c2nc2c3c(=O)n(Cc3ccccc3F)c(=O)n2C)c(OC)c1 (stereo unspecified)	2	21	26	-5	7	3	14	5	-2.4
O=c1cc(CN2CCN(S(=O)(=O)c3ccccc3)CC2)nc2ccc(Cl)cn12	-9	-9	33	-5	8	-1	-1	-4	-0.1
CCN(CC)S(=O)(=O)c1ccc(N2CC(C(=O)NCCc3ccc(Cl)cc3)CC2=O)cc1 (stereo unspecified)	10	2	1	-3	1	-2	3	-3	2.0
COc1ccc(S(=O)(=O)N2CCc3ccccc32)cc1C(=O)N1CCOCC1	-4	13	8	-3	-10	-1	5	14	-0.7
Cc1ccc2c(c1)cc1c(=O)[nH]ncn12	1	-11	8	-4	3	3	-10	0	-3.5
O=C(CCn1ccnc1)Nc1cc(Cl)ccc1O	2	-11	11	4	1	-3	-6	-2	0.8
Cc1ccc(C(=O)N/C(=C\c2ccccc2)C(=O)NCC2CCCO2)cc1 (stereo unspecified)	0	1	10	-2	-3	-4	-6	-1	1.4
CCOC(=O)c1ccc(NC(=O)CC2S/C(=N/N=C3/NC(=O)CS3)NC2=O)cc1 (stereo unspecified)	-25	3	1	-3	7	1	2	0	1.1
Cc1ccc(NC(=O)COc2ccc(C3SCCS3)cc2)cc1	42	15	-2	-2	4	-1	4	-2	1.8
Cc1ccc2nc(SCc3cn4cccnc4n3)[nH]c2c1	-21	-1	3	-2	-16	2	-7	-8	5.0
CCOC(=O)c1cc(C(=O)NN)c(C)nc1C	-6	0	0	-5	11	-1	-9	0	-2.6
O=C(NCc1n[nH]c(=S)n1-c1ccccc1)c1ccc(S(=O)(=O)N2CCOCC2)cc1	19	-14	-5	0	-2	0	-14	-1	-0.5
O=C(NCCC1CCCCN1S(=O)(=O)c1ccccc1)C(=O)NC1CCCC1 (stereo unspecified)	-3	-31	6	6	6	0	-7	2	-0.8
S=c1[nH]c(-c2ccccc2)cn1/N=C/c1cccnc1	8	-18	-9	2	0	1	-1	-7	2.0

Given field by field: entries from further up.
O=c1cc(CN2CCN(S(=O)(=O)c3ccccc3)CC2)nc2ccc(Cl)cn12
  Mdm2-MdmX inh: -9
  APJ antagonist: -9
  tim23-1 inh: 33
  APJ agonist: -5
  CCR6 antagonist: 8
  XBP1 UPR activ: -1
  EBI2 block: -1
  CXCR6 inh: -4
  UPR CHOP act: -0.1
CCN(CC)S(=O)(=O)c1ccc(N2CC(C(=O)NCCc3ccc(Cl)cc3)CC2=O)cc1 (stereo unspecified)
  Mdm2-MdmX inh: 10
  APJ antagonist: 2
  tim23-1 inh: 1
  APJ agonist: -3
  CCR6 antagonist: 1
  XBP1 UPR activ: -2
  EBI2 block: 3
  CXCR6 inh: -3
  UPR CHOP act: 2.0

Single values from above.
XBP1 UPR activ with O=c1cc(CN2CCN(S(=O)(=O)c3ccccc3)CC2)nc2ccc(Cl)cn12 → -1
EBI2 block with C=CCn1c(SCC(=O)OCc2ccccc2)nc2c1c(=O)n(C)c(=O)n2C → -13
APJ antagonist with COc1ccc(S(=O)(=O)N2CCc3ccccc32)cc1C(=O)N1CCOCC1 → 13
tim23-1 inh with CCN(CC)S(=O)(=O)c1ccc(N2CC(C(=O)NCCc3ccc(Cl)cc3)CC2=O)cc1 (stereo unspecified) → 1
UPR CHOP act with O=C(CCn1ccnc1)Nc1cc(Cl)ccc1O → 0.8
tim23-1 inh with Cc1ccc2c(c1)cc1c(=O)[nH]ncn12 → 8
CCR6 antagonist with Cc1ccc(C(=O)N/C(=C\c2ccccc2)C(=O)NCC2CCCO2)cc1 (stereo unspecified) → -3

Further entries follow.
SMILES	Mdm2-MdmX inh	APJ antagonist	tim23-1 inh	APJ agonist	CCR6 antagonist	XBP1 UPR activ	EBI2 block	CXCR6 inh	UPR CHOP act
CCN(CC(=O)NCc1cccs1)S(=O)(=O)c1ccc(NC(C)=O)cc1	1	-8	18	-1	-8	3	-3	-1	-0.1
O=c1c2ccccc2nnn1CSc1ncnc2ccccc12	33	28	-5	-4	5	-7	11	2	4.0
CCOC(=O)N1CCN(S(=O)(=O)c2cc([N+](=O)[O-])c(C)cc2C)CC1	-8	3	20	-3	17	2	-3	9	-1.7
O=C(O)/C(CC(=O)c1ccc(Cl)cc1)=N/Nc1ccc([N+](=O)[O-])cc1[N+](=O)[O-]	8	5	17	-2	16	0	10	0	-0.6
CC(C)(C)C(=O)NC(=S)NNC(=O)c1ccc(Cl)cc1Cl	16	34	-5	-4	42	13	10	20	-0.5
CCCc1cc(NC(=O)CCl)n(-c2ccccc2)n1	40	6	-112	-2	18	2	0	0	31
O=C(NCCC(=O)N1CCN(Cc2c(F)cccc2Cl)CC1)c1ccc(Cl)cc1	-8	6	21	-1	12	-1	4	7	-0.5
CN(c1ccccc1)S(=O)(=O)c1ccccc1Br	-10	-13	-8	-4	13	-1	6	1	-0.7
O=C(c1ccc(-c2nnc(-c3ccccc3)o2)cc1)N1CCCCCC1	-99	16	6	-3	12	-2	11	-6	-2.0
CCCC(C(=O)c1ccccc1)n1cncn1 (stereo unspecified)	22	-12	5	-2	-1	-1	-16	-5	-0.3
O=C(CSc1nnnn1C1CC2CCC1C2)Nc1ccnc2ccccc12 (stereo unspecified)	37	13	15	-1	19	-2	12	-6	3.4
C/C(=N\N1C(=O)CSC1=S)c1ccc(Br)cc1	-3	-44	31	0	-17	1	1	-9	-1.7
CCOC(=O)C1CSC(CC(=O)Nc2ccc(OC(F)(F)F)cc2)C(=O)N1 (stereo unspecified)	-3	5	0	-1	13	0	4	-3	-2.2
O=C(COC(=O)COc1cccc(C(F)(F)F)c1)NC1CCS(=O)(=O)C1 (stereo unspecified)	7	-3	-12	-1	2	-2	-7	-4	-0.2
Cc1nc2c(C(=O)NCc3ccc4c(c3)OCO4)cnn2c(C)c1Cc1ccc(F)cc1Cl	25	19	11	-4	27	2	4	6	-1.8
COc1ccc(-n2c(=O)cc(N3CCc4ccccc43)[nH]c2=O)cc1	12	22	7	-9	14	-1	-5	-5	-2.8
CCOC(=O)c1c(CN(C)C)n(C)c2c(O)c(N=NC(N)=O)c3ccc(Br)cc3c12	77*	-16	54*	5	14	0	5	-13	5.3
O=C(COC(=O)c1cccc(O)c1)Nc1nnc(-c2ccccc2)o1	-9	5	5	-6	8	-1	-7	-6	-0.7
CCC(=O)N(CCC(c1ccccc1)c1ccco1)Cc1cccs1 (stereo unspecified)	5	18	-3	-1	17	-1	9	-1	-2.2
COc1cccc(C(=O)CSc2nc3ccccc3n2CC(=O)N2CCOCC2)c1	-16	-4	18	-4	-7	1	-2	-2	0.9

4 compounds drawn at random from the list so far, as already listed:
SMILES	Mdm2-MdmX inh	APJ antagonist	tim23-1 inh	APJ agonist	CCR6 antagonist	XBP1 UPR activ	EBI2 block	CXCR6 inh	UPR CHOP act
CCCC(C(=O)c1ccccc1)n1cncn1 (stereo unspecified)	22	-12	5	-2	-1	-1	-16	-5	-0.3
O=C(COC(=O)c1cccc(O)c1)Nc1nnc(-c2ccccc2)o1	-9	5	5	-6	8	-1	-7	-6	-0.7
CCOC(=O)c1c(CN(C)C)n(C)c2c(O)c(N=NC(N)=O)c3ccc(Br)cc3c12	77*	-16	54*	5	14	0	5	-13	5.3
CCCc1cc(NC(=O)CCl)n(-c2ccccc2)n1	40	6	-112	-2	18	2	0	0	31

More records
SMILES	Mdm2-MdmX inh	APJ antagonist	tim23-1 inh	APJ agonist	CCR6 antagonist	XBP1 UPR activ	EBI2 block	CXCR6 inh	UPR CHOP act
NS(=O)(=O)c1ccc(CCNC(=O)COC(=O)CC(c2ccccc2)c2ccccc2)cc1	10	1	14	-3	3	-1	4	0	-1.3
O=[N+]([O-])c1cccc(-c2cn(-c3ccccc3)c(=S)[nH]2)c1	9	-16	1	0	-1	4	5	-13	1.7
CCCCN1/C(=C/c2ccc3ccccc3[n+]2CC)Sc2ccccc21	77*	-15	39	-2	4	0	-9	-4	8.3
CN(CC(=O)N1CCN(Cc2ccccc2)CC1)S(=O)(=O)c1cccc2nsnc12	9	-3	2	-2	-2	5	4	-5	-1.9
Cc1cc(=O)oc2c(CN3CCC(C)CC3)c(O)c(Cl)cc12	-20	-9	4	0	-5	-1	1	-2	-0.2
O=C(NNC(=O)c1ccccc1[N+](=O)[O-])c1ccco1	-22	1	21	-3	-6	5	-3	-3	2.0
COc1cc(/C=C(/NC(=O)c2ccccc2Cl)C(=O)O)cc(OC)c1OC	-25	0	2	-3	-7	3	4	-1	-3.2
CCOC(=O)c1ccccc1NC(=O)COC(=O)CCC1CCCC1	-4	5	14	-2	9	-1	-8	3	-0.2
Clc1cccc(Nc2nc(-c3cccnc3)cs2)c1	-108	0	38	0	-7	2	48*	-1	5.4
COc1ccccc1C(=O)NCC(=O)OCC(=O)c1ccc2c(c1)-c1ccccc1C2	35	-5	-5	5	24	-1	-9	-5	3.2
COc1ccccc1N1CCN(C(=O)c2cc(-c3ccc(Br)cc3)on2)CC1	23	6	27	2	1	-1	50*	-2	-2.1
O=c1cc(C(F)(F)F)[nH]c2ccc(C(F)(F)F)cc12	15	21	3	0	-20	-4	-5	1	2.2
COCCCN(C(=O)c1cc2c(s1)CCC2)c1c(N)n(Cc2ccccc2)c(=O)[nH]c1=O	-31	10	12	-3	1	2	-4	-3	3.4
CCC(C)(C(=O)NC1CCCC1)N(Cc1ccco1)C(=O)Cc1cccs1 (stereo unspecified)	23	-5	20	-6	14	-1	7	3	4.1
